A549 tox – Nrf2 qHTS screen for inhibitors: counterscreen for cytotoxicity; A549 ARE-Fluc cells, CellTiter-Fluor viability, 18-24 h; Potency, µM (highest dose often 46 µM), for the others: at the top dose activity change, negative = cytotoxicity, usual class: inhibitors; 0.16% of 390,000 active; AID 504648, 2011; note: potency is the fitted concentration of half-maximal effect; % is set by controls: 0 for no effect and ±100 for the full control effect
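Cytotoxicity counterscreen: CellTiter-Fluor fluorescence was measured in A549 ARE_Fluc cells after 18-24 h of compound exposure in a concentration series. The subsequent BugLite luminescent read reports ARE-luciferase activity.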
HepG2 tox – qHTS for Inhibitors of TGF-b: Cytotox Counterscreen. 0.76% of 410,000 active. HepG2 CAGA-GFP viability, ATP luminescence, 18 h. Potency, µM (highest dose often 46.1 µM), for the others: top-dose activity change, negative = cytotoxicity, most hits filed as cytotoxic; note: potency is the fitted concentration of half-maximal effect; some results filed as inactive show a strong effect at the top dose
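HepG2 CAGA-GFP cells (1000/well, DMEM with 1% FBS) received compound, then TGF-beta at 500 pg/mL final, and were incubated 18 hours at 37 degrees C. Viability was read by CellTiter-Glo luminescence. Media-only wells were set as complete cell-killing and DMSO as no toxicity.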
TGFb inhibitor – qHTS for Inhibitors of TGF-b | HepG2 CAGA-GFP TGF-b/SMAD3 reporter, GFP fluorescence, 18 h; TGF-beta stimulated, 500 pg/mL final | Potency, µM (series often up to 46.1 µM), for inactives: at the highest dose activity, negative = inhibition, usual class: inhibitors | 1.2% of 410,000 active | AID 588855, 2011; note: potency is the fitted concentration of half-maximal effect; % is set by controls: 0 for no effect and ±100 for the full control effect; nearly all actives have a fitted effect of over 65% in size
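Smad-responsive CAGA-GFP expression was quantified in HEPG2 cells exposed to compounds and 500 pg/mL final TGF-beta for 18 h at 37 degrees C; unstimulated wells defined full inhibition.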
Nrf2 block – Nrf2 qHTS screen for inhibitors | 2.1% of 360,000 active | A549 ARE-Fluc reporter, luciferase luminescence, 18-24 h | AID 504444, 2011 | Potency, µM (highest dose often 46 µM), without a hit: at the highest dose activity change, negative = inhibition, hits mostly inhibitors; note: potency is the fitted concentration of half-maximal effect; % is set by controls: 0 for no effect and ±100 for the full control effect; nearly all actives have a fitted effect of over 60% in size
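Nrf2 function is reported as luminescence of an ARE-controlled luciferase in A549 cells. Compounds were tested at several concentrations, and a CellTiter-Fluor read on the same wells flagged cytotoxicity.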
Mm-Cpn inhibitor – Inhibitors of TCP-1 ring complex (TRiC) of Methanococcus maripaludis (MmCpn): qHTS. purified Mm-Cpn ATPase, ADP Transcreener TR-FRET. 0.031% of 330,000 active. Potency, µM (top dose mostly 76.9 µM), for inactives: at the highest dose activity, negative = inhibition, hits mostly inhibitors; note: potency is the fitted concentration of half-maximal effect; % is set by controls: 0 for no effect and ±100 for the full control effect; nearly all actives have a fitted effect of over 80% in size
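Eu-cryptate anti-ADP/ADP-d2 competition gives a ratio inversely related to ADP. Enzyme at 25 nM was pre-exposed to compound for 10 min, then given 10 uM ATP for 30 min, 37°C throughout.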
pAkt inh – HTS Assay for Inhibitors of Akt Phophorylation: Primary Screen; 0.32% of 360,000 active; Neuro2A IGF-stimulated pAkt S473 HTRF, 20 min; hits give low values; activity change, % for hits at 50 µM; in the data active = activity change below about -80%; inconclusive = mostly about -51% to -80%; note: % is set by controls: 0 for no effect and ±100 for the full control effect
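Neuro2A cells (4,500/well, DMEM with 0.5% FBS) were treated with compound at a single 50 µM final concentration, stimulated with 6 nM IGF for 20 min at 37 °C, and lysed. Phospho-Akt Ser473 was read by HTRF as 665/615 ratio ×10^4.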
Nrf2 ARE act – qHTS of Nrf2 Activators. AREc32 ARE-luciferase reporter (MCF7-derived line), luminescence, 24 h. Potency, µM (top dose mostly 46.1 µM), without a hit: top-dose activation, hits mostly activators. 0.31% of 410,000 active. AID 624171, 2012; note: potency is the fitted concentration of half-maximal effect; % of control where 0% means no effect; nearly all actives have a fitted effect of over 65% in size
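AREc32 cells carrying an ARE-driven firefly luciferase, 1000 cells/well in OPTI-MEM with 5% FBS, dosed after overnight attachment and incubated 24 hr at 37 deg C. Steady-Glo luminescence read after 30 min at RT.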
S2 tox – Viability Counterscreen for Primary qHTS for Inhibitors of ATXN expression | S2 cells (HEK-293 line with an ATXN2-luciferase reporter) viability, CellTiter-Fluor protease fluorescence, 24 h | Potency, µM (series often up to 56.7 µM), usual class: cytotoxic | 0.49% of 400,000 active | AID 651635, 2014; note: potency is the fitted concentration of half-maximal effect; nearly all actives have a fitted effect of over 40% in size
CCT modulator – High-Throughput Screening for Modulators of Cytosolic Chaperonin Activity; purified chaperonin ATPase assay, HTRF ADP detection, 30 min; 0.3% of 360,000 active; activity change, % (test concentration not listed), hits read low; in the data active = activity change below about -30%; note: % is set by controls: 0 for no effect and ±100 for the full control effect
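ATPase activity: ADP formed was measured by HTRF Transcreener (665/615 nm ratio) after 30 min at 37 deg C with 10 uM ATP. Compounds screened at one 76 uM concentration against 40 or 20 nM TRiC in Tris pH 7.4/KCl/MgCl2/DTT buffer.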
Starred values were filed as active, the others as inactive; i = inactive; ? = inconclusive; . = no result given; [ ] = remark or other dose. Unless noted, calls come from the whole dose curve; as a rule, active = well fitted curve in the direction sought with a large enough effect; inconclusive = small, poorly fitted or top-dose-only effect, or another doubt; inactive = no such curve, though single readings can be large; an effect the other way counts as inactive or inconclusive.

smiles,S2 tox,Mm-Cpn inhibitor,Nrf2 block,A549 tox,pAkt inh,Nrf2 ARE act,TGFb inhibitor,HepG2 tox,CCT modulator
Clc1cccc(-c2nc(-c3ccccn3)no2)c1,i,1%,?,-4%,i,?,?,-36%,-1.2
CCn1cc([N+](=O)[O-])c(C(=O)Nc2ccn(Cc3ccccc3)n2)n1,i,1%,2%,-2%,i,-0.2%,-4%,15%,-3.8
O=C(O)c1ccccc1-c1cn2cc(Cl)ccc2n1,i,2%,-19%,-3%,i,-0.3%,0%,-33%,-0.8
O=C(CCc1ccc(S(=O)(=O)N2CCOCC2)cc1)Nc1cc(Cl)ccc1N1CCOCC1,i,?,-19%,-10%,i,1.6%,?,-22%,-3.3
COc1cc(C2C(C#N)=C(N)Oc3n[nH]c(-c4cccs4)c32)cc(OC)c1O (stereo unspecified),i,-10%,-22%,-24%,i,3.1%,20%,1%,-1.7
CCN=c1sc(C(=O)OC)cc(=O)n1CC,i,-2%,0%,12%,i,1.8%,-8%,-5%,0.3
CCCC(=O)Nc1cc(S(=O)(=O)N2CCOCC2)ccc1N1CCCCC1,i,-1%,-5%,1%,i,4.7%,17%,1%,1.5
O=C1c2ccccc2C2(c3ccccc3)N1CCN2C(=O)C(Cl)(Cl)Cl (stereo unspecified),?,-1%,-25%,-16%,i,-0.2%,?,16%,1.5
CC(C)CNC(=O)C1(C)CCCN1C(=O)CSc1ccccc1 (stereo unspecified),i,.,.,.,i,-0.8%,5%,-10%,-1.5
CC(C)(C)NS(=O)(=O)c1ccc(/C=C/C(=O)O)cc1,i,0%,0%,0%,i,-1.3%,-8%,-8%,-0.7
Cn1cc(S(=O)(=O)NC[C@H]2O[C@@H](n3ccc(=O)[nH]c3=O)[C@H](O)[C@@H]2O)cn1,i,.,12%,-2%,i,-0.7%,14%,12%,1.4
CC(C)NCC#CCOc1ccc(Cl)cc1,i,-4%,-4%,-1%,i,3.7%,0%,0%,-1.6
CC(C)CCNC(=O)CC1C(=O)N(Cc2ccccc2)C(C)c2nc3ccccc3n21 (stereo unspecified),i,4%,-1%,-5%,i,0.1%,0%,-6%,-1.5
Nc1cc(OC(=O)c2ccccc2Br)nn1S(=O)(=O)c1ccccc1,i,0%,?,-4%,i,-1.2%,-1%,-50%,-0.2
O=C1Nc2cc(C(=O)NCCCN3CCCC3)ccc2S/C1=C/c1ccccc1F,?,-2%,14%,-3%,i,-4.1%,?,-73%,1.1
CN1C(=O)CC(Nc2cccc3cccc(N)c23)C1=O (stereo unspecified),i,-1%,-27%,-8%,i,?,5%,-2%,-1.5
O=C(c1nc(SCc2ccc([N+](=O)[O-])cc2)n2ccccc12)C(F)(F)F,i,1%,-4%,9%,i,-0.6%,-6%,-6%,-1.7
CCOc1cc(C=O)cc(Br)c1OCC(N)=O,?,1%,-17%,-2%,i,0.6%,23%,16%,-0.3
COc1cc(OC)cc(-c2nnc(SCC(=O)N3CCC(C)CC3)o2)c1,?,.,-27%,1%,.,5.5%,18%,-16%,.
CN1C(=O)C(=O)/C(=C(/O)c2ccccc2)C1c1ccccc1 (stereo unspecified),i,-1%,7%,0%,i,-0.6%,-9%,2%,-1.3
CCOC(=O)N1CCC(=NNS(=O)(=O)c2cccc([N+](=O)[O-])c2)CC1,i,-2%,.,-2%,i,-0.4%,?,2%,-2.6
COC(=O)CSC1=C(C#N)C(c2ccc(C)o2)CC(=O)N1 (stereo unspecified),i,-2%,?,-15%,i,0.0%,-16%,-9%,1.4
CC(C)(CO)NCc1cccs1,i,2%,-10%,0%,i,-1.1%,31%[activator],-4%,3.4
Cc1c(Cl)cccc1NC(=O)Nc1nnc(N(C)Cc2ccccc2)s1,.,.,0%,6%,.,0.1%,.,-2%,.
CC(C)COc1ccc(C(=O)N2CCN(CCc3ccncc3)CC2)cc1,i,.,4%,-1%,.,3.1%,-11%,-27%,.

Next entries follow.
smiles,S2 tox,Mm-Cpn inhibitor,Nrf2 block,A549 tox,pAkt inh,Nrf2 ARE act,TGFb inhibitor,HepG2 tox,CCT modulator
CCOC(=O)/C=c1\s/c(=C\c2ccc3cc(OC)ccc3c2)c(=O)n1CC(=O)NCC1CCCO1 (stereo unspecified),i,0%,-5%,4%,i,0.0%,7%,-2%,-6.9
C#CCOc1ccc(Cl)cc1/C=C1/C(=O)ON=C1C,i,0%,?,-17%,i,0.0%,-10%,1%,1.8
COc1ccccc1-c1nn(Cc2ccccc2)cc1/C=C/C(=O)O,i,-1%,1%,8%,i,-0.7%,-2%,3%,-1.2
O=C(CCCN1C(=O)/C(=C\c2cccs2)SC1=S)Nc1cccnc1,i,0%,?,-26%,i,2.6%,-6%,3%,-1.6
CCOc1ccc2nc(SCC(=O)N(CCOC)c3c(N)n(Cc4ccccc4)c(=O)[nH]c3=O)[nH]c2c1,i,-2%,11%,-2%,i,0.5%,8%,-1%,3.3
CC(=O)Nc1cccc(NC(=O)C2CCCN2C(=O)Nc2ccccc2C)c1 (stereo unspecified),i,1%,10%,-1%,i,0.1%,1%,-17%,1.0
COc1ccc(C(=O)Nc2cc(-c3nn4c(C)nnc4s3)ccc2C)cc1,?,0%,?,-13%,i,6.3%,-2%,-20%,-0.3
O=C(CCc1nc2ccccc2c(=O)[nH]1)Nc1nnc(SCc2ccc(F)cc2)s1,i,-1%,15%,10%,i,0.2%,-10%,0%,-0.4
Cc1cc2cc(C(c3nnnn3CC3CCCO3)N3CCCc4ccccc43)c(=O)[nH]c2cc1C (stereo unspecified),?,-6%,?,-28%,i,4.0%,?,10%,0.2
CN(Cc1ccccc1)C(=O)C1CCC(CNS(=O)(=O)c2cccc3cccnc23)CC1 (stereo unspecified),?,-1%,16µM*,1%,i,5.0%,?,-51%,-4.4
C[C@@H](C(=O)N=c1sc2ccccc2n1C)N1C(=O)C2CC=CCC2C1=O (stereo partly specified),i,.,-1%,3%,i,5.4%,1%,-18%,-2.0
COc1cc(OC)cc(C(=O)NCCNc2nc3cc(C)cc(C)c3cc2C#N)c1,i,0%,?,-6%,i,3.3%,?,-26%,-2.4
Clc1ccc(Cn2ncc3c(NCCN4CCOCC4)ncnc32)cc1,i,0%,.,16%,i,-0.6%,-19%,3%,0.5
O=C(COc1ccccc1Cl)Nc1nc(-c2ccc(F)cc2)ns1,.,.,?,-11%,.,0.2%,-1%,-28%,.
COc1cc(Nc2nc(SCC(=O)c3ccc(Br)cc3)nc3ccccc23)cc(OC)c1,.,.,.,?,.,-0.1%,?,10µM*,.
O=[N+]([O-])c1ccccc1OCC(O)CNC1CCCC1 (stereo unspecified),i,0%,2%,-7%,i,10%,5%,-13%,2.3
Cn1c(-c2ccc(C=O)s2)nc2ccccc21,?,-6%,?,-4%,i,0.9%,-8%,-10%,-1.9
COc1cc(C(=O)OCCC(C)C)cc(OC)c1O,i,-1%,-10%,0%,i,10%,-1%,-34%,-8.8
O=C(CN1CCOc2ccccc21)N1CCCC1,i,-2%,6%,9%,i,0.4%,16%,-28%,-0.9
CSc1nc2nc(-c3ccccc3)cc(=O)n2[nH]1,i,-1%,19%,-5%,i,2.3%,0%,-50%,5.1
CC(C)Cn1c(N)cc(=O)n(C)c1=O,i,0%,-15%,3%,i,0.0%,3%,-1%,-1.0
Cc1ccnc(NC(=O)CCS(=O)(=O)c2ccccc2)c1,i,0%,?,4%,i,1.6%,-2%,9%,-4.1
CCCCc1cn([C@@H](CCCCN)C(=O)N2CCNCC2)nn1,i,.,5%,-5%,i,-0.1%,31%[activator],16%,-0.7
CCOC(=O)c1cc(-c2ccccc2)n(CCC(=O)NCCc2ccc(C)cc2)c1C,.,.,.,-20%,.,0.7%,?,-27%,.
CCOc1ccccc1C(=O)NC1(C(F)(F)F)C(=O)Nc2c1c(=O)[nH]c(=O)n2-c1ccccc1 (stereo unspecified),i,.,-5%,-16%,.,-0.4%,0%,1%,.
CN1N=C(C(=O)N2CCCC(Nc3ccc(F)c(F)c3)C2)CCC1=O (stereo unspecified),?,2%,5%,0%,i,0.1%,0%,-17%,-4.3
CCOC(=O)c1cc(-c2ccc(Cl)cc2)nc2c1c(=O)[nH]c(=O)n2CCOC,i,-1%,-19%,-4%,i,-1.2%,-7%,-20%,0.6

Structures shown so far with bromine (3):
smiles,S2 tox,Mm-Cpn inhibitor,Nrf2 block,A549 tox,pAkt inh,Nrf2 ARE act,TGFb inhibitor,HepG2 tox,CCT modulator
Nc1cc(OC(=O)c2ccccc2Br)nn1S(=O)(=O)c1ccccc1,i,0%,?,-4%,i,-1.2%,-1%,-50%,-0.2
CCOc1cc(C=O)cc(Br)c1OCC(N)=O,?,1%,-17%,-2%,i,0.6%,23%,16%,-0.3
COc1cc(Nc2nc(SCC(=O)c3ccc(Br)cc3)nc3ccccc23)cc(OC)c1,.,.,.,?,.,-0.1%,?,10µM*,.
